mIAP block: inhibitors of mouse IAP, primary screen, biochemical, luminescence, uHTS | actives 0.2% (n = 330,000) | AID 2806, 2010 | purified mouse IAP, CDP-Star luminescence, 30 min | inhibition, % at 10 µM | intestinal alkaline phosphatase [Mus musculus];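 active = inhibition of at least 40% at 10 µM in the primary screen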;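 note: plate controls were DMSO with enzyme for no effect and no enzyme wells for full effect; values of inactives mirror those of a sister screen read the other way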
TIM10 inh: growth inhibitors of isogenic TIM10 control yeast, primary screen, counter-screen for tim10-1 yeast inhibitor project, luminescence, uHTS; S. cerevisiae TIM10 strain growth, BacTiter-Glo luminescence, 24 h; inhibition, % at 10 µM; actives 1.4% (n = 330,000); AID 463195, 2010;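 active = inhibition of 40% or more at the single tested concentration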;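 note: wild-type TIM10 isogenic control strain grown at permissive 25 °C; 0% = DMSO yeast wells and 100% = minimal medium wells without yeast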
MIN6 prolif: inducers of MIN6 beta-cell proliferation, primary screen, ATP luminescence, uHTS | actives 0.29% (n = 330,000) | MIN6 cells proliferation, ATPlite luminescence, 48 h; cells starved in 0.2% serum; 100% = growth in 10% serum | AID 2380, 2010 | proliferation, % at 10 µM;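 active = compounds whose signal lies at least 3.5 SD above the mean of all wells on their plate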;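 note: 0% = DMSO-treated cells in low-serum medium and 100% = 10% serum control; some compounds called inactive have numbers as strong as hits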
A3G deaminase: APOBEC3G DNA deaminase inhibitors, primary screen, biochemical, fluorescence, single-stranded DNA substrate, uHTS | recombinant A3G, ssDNA deamination FAM/TAMRA fluorescence | AID 493012, 2011 | DNA dC->dU-editing enzyme APOBEC-3G (Homo sapiens), Q9HC16 | actives 0.28% (n = 330,000) | inhibition, % at 20 µM;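 active = inhibition of at least 40% at 20 µM, with no more than 30% in the related APOBEC3A deaminase screen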;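 note: plate controls were DMSO wells with A3G for no effect and wells lacking A3G enzyme for full effect; some compounds called inactive have numbers as strong as hits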
Target sequence (Q9HC16 whole entry, looked up): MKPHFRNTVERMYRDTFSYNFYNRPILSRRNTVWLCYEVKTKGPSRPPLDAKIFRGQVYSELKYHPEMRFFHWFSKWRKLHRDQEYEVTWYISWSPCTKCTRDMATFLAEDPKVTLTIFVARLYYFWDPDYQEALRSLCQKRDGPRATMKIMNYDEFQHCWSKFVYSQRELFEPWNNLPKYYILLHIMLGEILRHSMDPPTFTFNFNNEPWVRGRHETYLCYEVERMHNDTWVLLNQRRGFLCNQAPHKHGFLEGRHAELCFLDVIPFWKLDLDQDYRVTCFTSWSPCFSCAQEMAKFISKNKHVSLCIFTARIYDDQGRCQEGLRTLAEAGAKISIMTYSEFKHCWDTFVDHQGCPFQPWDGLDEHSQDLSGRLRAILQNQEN
mIAP act: activators of mouse IAP, primary screen, biochemical, luminescence, uHTS; intestinal alkaline phosphatase [Mus musculus]; muIAP, CDP-Star luminescence, 30 min; stronger effect = higher value; 1 = vehicle-only enzyme signal, 0 = enzyme-free wells; activation factor at 10 µM; actives 0.24% (n = 330,000); AID 2805, 2010;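 active = activation factor of at least 2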; note: the source names both 10 and 20 µM as test concentration; values of inactives mirror those of a sister screen read the other way
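Assay system: mouse IAP enzyme; Reagent: CDP-Star chemiluminescent phosphatase substrate; Compound: DMSO-dissolved test compounds; Incubation: 30 min, room temperature; Technique: luminescence from enzymatic CDP-Star hydrolysis; Controls: DMSO-only wells and no-enzyme negative control.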
tim10-1 inh: growth inhibitors of tim10-1 mutant yeast, primary screen, luminescence, uHTS. S. cerevisiae tim10-1 ts strain growth, BacTiter-Glo, 24 h. inhibition, % at 20 µM. actives 2.2% (n = 330,000);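 active = inhibition of at least 40%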;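 note: mutant grown at 25 °C; 0% = DMSO wells with yeast and 100% = wells holding no yeast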
A3A deaminase: APOBEC3A ssDNA deaminase inhibitors, primary screen, selectivity assay for APOBEC3G inhibitor project, biochemical, FAM/TAMRA oligo cleavage fluorescence; actives 0.41% (n = 330,000); inhibition, % at 20 µM; AID 493011, 2011; DNA dC->dU-editing enzyme APOBEC-3A (Homo sapiens), P31941; recombinant A3A, FAM/TAMRA ssDNA deamination fluorescence;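 active = at least 40% inhibition at 20 µM here, with at most 30% in a related deaminase screen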;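 note: plate controls were A3A with DMSO for no effect and wells lacking A3A enzyme for full effect; some results filed as inactive read as strong as hits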
hIAP block: human IAP inhibitors, primary screen, biochemical, luminescence, uHTS; purified IAP, CDP-Star luminescence, 30 min; Intestinal-type alkaline phosphatase (Homo sapiens), P09923; actives 0.12% (n = 330,000); inhibition, % at 10 µM;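 active = inhibition reaching a set limit with compound at 10 µM in the primary screen, cut at about 35% in these data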;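 note: plate controls were DMSO wells with enzyme for no effect and no-enzyme buffer wells for full effect; values of inactives mirror those of a sister screen read the other way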
Target sequence (P09923 whole entry, looked up): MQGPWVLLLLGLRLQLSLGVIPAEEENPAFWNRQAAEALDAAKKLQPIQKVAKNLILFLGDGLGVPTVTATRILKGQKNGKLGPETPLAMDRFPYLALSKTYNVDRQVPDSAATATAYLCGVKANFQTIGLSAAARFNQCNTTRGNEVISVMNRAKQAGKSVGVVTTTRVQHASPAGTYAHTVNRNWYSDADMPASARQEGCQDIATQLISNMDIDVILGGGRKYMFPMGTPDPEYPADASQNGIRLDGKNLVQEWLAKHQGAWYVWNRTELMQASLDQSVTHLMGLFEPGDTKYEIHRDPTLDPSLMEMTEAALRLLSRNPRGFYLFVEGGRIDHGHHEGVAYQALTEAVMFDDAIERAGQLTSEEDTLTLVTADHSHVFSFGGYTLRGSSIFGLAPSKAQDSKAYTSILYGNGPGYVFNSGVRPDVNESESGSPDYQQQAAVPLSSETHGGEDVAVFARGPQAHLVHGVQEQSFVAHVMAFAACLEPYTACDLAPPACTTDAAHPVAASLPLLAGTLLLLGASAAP
NALP3 yeast inh: NALP3 inflammasome inhibitors in reconstituted yeast, primary screen, luminescence, uHTS. inhibition, % at 10 µM. AID 2825, 2010. Yeast reconstituted NLRP3/ASC/caspase-1, beta-gal luminescence, 24 h. actives 0.39% (n = 330,000);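 active = inhibition of 50% or more; inactive = inhibition below 50%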;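 note: plate controls were induced DMSO wells for no effect and uninduced yeast grown without galactose for full effect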
Numbers without * were called inactive. Compounds as they come, and some 4.6% of all compounds hit somewhere here.

SMILES	mIAP block	TIM10 inh	MIN6 prolif	A3G deaminase	mIAP act	tim10-1 inh	A3A deaminase	hIAP block	NALP3 yeast inh
COc1ccc(S(=O)(=O)N2CCC(N3CCN(Cc4ccccc4)CC3)CC2)cc1	-4	3	-1	-3	1	-4	-1	-4	18
COCCOC(=O)/C=C1/NC(=O)CS1	2	4	-1	-1	0.98	8	-2	0	18
CS(=O)(=O)N(CC(=O)Nc1ccc(F)cc1)C1CCCCC1	-3	-3	0	-2	1	6	-5	14	3
Cc1ccc(NC(=O)CCC(=O)c2ccc(F)cc2)cc1Cl	-2	-6	-2	-9	1	8	-2	-10	27
COc1ccc(CCCc2nnc(SCC(=O)Nc3ccc(OC)cc3)o2)cc1	4	2	0	16	0.95	17	45*	6	12
O=C(CCc1nc2ccccc2c(=O)[nH]1)Nc1cccc(S(=O)(=O)N2CCCCC2)c1	15	1	-1	-6	0.85	2	14	4	8
NS(=O)(=O)c1cccc(NC(=O)Cn2nc(C(=O)O)c3ccccc3c2=O)c1	-2	5	-1	-10	1	6	-6	0	7
O=C(Nc1nc(C2C3CC4CC(C3)CC2C4)cs1)c1cc2cc([N+](=O)[O-])ccc2oc1=O (stereo not drawn)	14	2	-5	-5	0.86	16	0	-8	15
CCCOc1ccccc1C1NC(=O)NC(C)=C1C(=O)OCCOCC (stereo not drawn)	4	-3	0	-3	0.96	5	-1	-6	-2
COc1cc2c(cc1NC(=O)Nc1ccc(C)cc1)oc1ccccc12	-28	30	-4	-3	1.3	43*	1	12	5
Cc1ccc(CSCCNS(C)(=O)=O)cc1	10	-3	-4	0	0.91	10	3	-3	-2
O=C(O)c1ccc2c(=O)[nH]c(CCl)nc2c1	16	8	-4	-7	0.84	9	1	6	-5
Cc1ccc(NC(=S)NNc2ncc(C(F)(F)F)cc2Cl)cc1	5	5	0	-8	0.95	10	-1	-46	21
O=C(O)c1ccc(-n2nnnc2Oc2ccccc2C(=O)N2CCOCC2)cc1	6	16	2	-4	0.94	9	-3	8	16
O=C(Cn1cc2c(n1)CCCCC2)Nc1ccccc1Br	-15	18	-2	-3	1.1	12	2	4	14
CC(C(=O)OCc1nnc(-c2ccccc2)o1)N1C(=O)C2CCCCC2C1=O (stereo not drawn)	6	6	-1	0	0.94	-19	1	-15	17
CCS(=O)(=O)c1nc(S(=O)(=O)c2ccc(Cl)cc2)c(NCCN2CCOCC2)s1	5	4	2	4	0.95	-11	0	-27	15
CCN(CC)C(=O)n1cnc(-c2ccccc2)c1-c1ccccc1	-12	-9	-1	1	1.1	4	-2	-7	6
CCSCCc1nnc(NC(=O)Nc2cccc(C(F)(F)F)c2)s1	22	33	-6	-10	0.78	18	0	-4	-29
CCCCN(C(=O)c1ccc2c(c1)OCO2)c1ccccc1	8	16	-3	-4	0.92	18	2	1	5
CC(c1ccco1)N(C(=O)c1cccs1)c1ccccn1 (stereo not drawn)	-7	-1	4	-3	1.1	12	1	-1	7
Cc1ccc(C2=NN(C(=O)CCC(=O)O)C(c3ccc4c(c3)OCO4)C2)cc1 (stereo not drawn)	10	-3	-3	-1	0.9	10	-4	21	7
COc1cccc(C(=O)Nc2cccc(-c3ccc4nncn4n3)c2)c1OC	-4	-7	1	3	1	-2	1	-8	5
COc1ccc(NC(=O)COC(=O)Cc2c[nH]c3ccccc23)cc1OC	0	-6	-1	-3	1	-7	4	8	-1
Cc1cc(C)n(CC(=O)N2c3ccccc3Sc3ccccc32)n1	2	6	-1	1	0.98	35	1	5	-4
CCc1nnc(NS(=O)(=O)c2ccc(N/C=C\C(=O)c3cccc(OC)c3)cc2)s1	10	2	-1	-10	0.9	4	-4	4	11
Cc1nc(-c2coc3c(CN(C)C)c(O)ccc3c2=O)cs1	-2	7	-2	-2	1	-23	0	-13	1
CCc1ccccc1NC(=O)COc1ccc(C(=S)N2CCCC2)cc1	7	9	-1	-19	0.93	12	-7	22	6
COc1ccc(OC)c(-n2nnnc2SCC(=O)NCCc2ccccc2)c1	-10	16	1	13	1.1	13	-1	4	8
CCOc1ccc(S(=O)(=O)N2CCN(C(=O)c3cccn3C)CC2)cc1	9	12	1	-5	0.91	21	-2	8	3
C/C(=N\NC(=O)C1CCCN(S(=O)(=O)c2ccccc2)C1)c1cccnc1 (stereo not drawn)	-1	7	-1	3	1	12	-2	-13	11
Cc1ccc(-c2cc(C(F)(F)F)n3ncc(C(=O)N4CCCc5ccccc54)c3n2)cc1	3	23	-4	-6	0.97	19	-3	-1	0
CC(C)N(CCO)C(=O)CCc1nnc(Cc2cccc(C(F)(F)F)c2)o1	-22	-12	-2	-9	1.2	9	-4	-10	6
O=C(Nc1ccccc1N1CCCCC1)c1ccccc1F	-3	0	-3	-6	1	19	-5	-8	-28
CCCc1nc(Cl)c(C#N)c2c1CCCC2	11	7	9.0*	-5	0.89	0	-4	19	-2
O=[N+]([O-])c1cccc(/C=C2\CCC(/C=N/Nc3ccc4ccccc4n3)=C2N2CCOCC2)c1	28	10	-2	-1	0.72	23	-1	23	20
COc1cccc(C(=O)NC(=S)Nc2ccc3oc(=O)ccc3c2)c1	19	17	0	-9	0.81	4	-6	8	17
C/C(=N\O)c1ccccc1C(=O)O	-8	-14	-3	2	1.1	-10	1	10	21
Cc1ccccc1CNC(=O)c1ccc2nc(N3CCOCC3)sc2c1	-8	-5	-2	-2	1.1	-4	-1	-17	13
Cc1cccc(-c2nnc(SCc3nc4ccccc4[nH]3)n2Cc2ccco2)c1	1	9	-2	-6	0.99	28	-22	-75	1
CC(=O)c1cccc(N=Nc2c(-c3ccccc3)[nH]n(-c3ccccc3)c2=O)c1	18	15	-1	-4	0.82	26	3	-20	25
Cc1cc(C(=O)N2CCN(c3ccccc3O)CC2)c(C)o1	2	7	3	-13	0.98	8	-6	1	17
N#Cc1c(NC(=O)CSc2n[nH]c(Cc3ccccc3)n2)oc(-c2ccccc2)c1-c1ccccc1	10	14	-5	10	0.9	17	35	-19	6
Cc1cc(C(=O)Nc2cc(Br)ccc2O)on1	0	5	-2	-5	1	-10	-5	1	12
COC(=O)[C@@H]1CCCN1C(=O)c1ccc(OC2CCN(Cc3ccccn3)CC2)cc1	-3	-4	-5	-2	1	-3	-4	-53	-3
O=C(CCNS(=O)(=O)c1ccccc1)N1CCCCCCC1	2	7	8	-3	0.98	11	-1	3	21
COc1ccc(OC)c(S(=O)(=O)N2CCCC2C(=O)N2CCc3ccccc3C2)c1 (stereo not drawn)	5	-1	0	-5	0.95	23	-1	5	6
Cc1ccccc1OCCN(C#N)c1nc(N(C)C)nc(N(C)C)n1	-6	-4	-2	-5	1.1	18	0	10	20
Cc1cc(C)n(-c2ccc(C(=O)Nc3cccc(S(=O)(=O)N4CCCC4)c3)cc2)n1	3	22	0	-5	0.97	7	-1	-14	23
Cc1ccc(OCc2ccoc2C(=O)O)cc1C	8	7	-1	11	0.92	4	42*	-10	3
CCOC(=O)CN1C(=O)S/C(=C\c2ccc3c(c2)OCO3)C1=O	14	-2	-1	-8	0.86	33	-4	0	16
CC(=O)Nc1ccc(NC(=O)Nc2ccc(C)cc2C)cc1	-11	10	0	-2	1.1	5	0	7	8
CC(C)(C)N1C(=O)c2ccc(C(=O)Nc3ccc(C(=O)O)cc3)cc2C1=O	-4	3	-3	-2	1	-8	-5	17	2
OCCC#Cc1ccc(CN2CCN(Cc3ccsc3)C(CCO)C2)cc1 (stereo not drawn)	4	-4	-1	-8	0.96	-21	-5	12	16
COCCSc1ccccc1C(=O)Nc1ccc([N+](=O)[O-])cc1OC	-2	11	1	31	1	14	2	2	28
COc1cccc(OC)c1C(=O)OCC(=O)N1CC(C)CC(C)C1 (stereo not drawn)	-4	6	-2	4	1	9	6	3	22
CCOC(=O)Cn1c2ccc(OC)cc2c2nc3ccccc3nc21	-6	-11	-5	-5	1.1	8	1	-8	8
S=C(Nc1ccccc1Cl)NC1CCC(NC(=S)Nc2ccccc2Cl)CC1 (stereo not drawn)	-2	-1	-3	-1	1	10	0	-12	0

For reference, some entries already given:
SMILES	mIAP block	TIM10 inh	MIN6 prolif	A3G deaminase	mIAP act	tim10-1 inh	A3A deaminase	hIAP block	NALP3 yeast inh
O=C(CCc1nc2ccccc2c(=O)[nH]1)Nc1cccc(S(=O)(=O)N2CCCCC2)c1	15	1	-1	-6	0.85	2	14	4	8
NS(=O)(=O)c1cccc(NC(=O)Cn2nc(C(=O)O)c3ccccc3c2=O)c1	-2	5	-1	-10	1	6	-6	0	7
O=C(Nc1nc(C2C3CC4CC(C3)CC2C4)cs1)c1cc2cc([N+](=O)[O-])ccc2oc1=O (stereo not drawn)	14	2	-5	-5	0.86	16	0	-8	15
CCCOc1ccccc1C1NC(=O)NC(C)=C1C(=O)OCCOCC (stereo not drawn)	4	-3	0	-3	0.96	5	-1	-6	-2
COc1cc2c(cc1NC(=O)Nc1ccc(C)cc1)oc1ccccc12	-28	30	-4	-3	1.3	43*	1	12	5
Cc1ccc(CSCCNS(C)(=O)=O)cc1	10	-3	-4	0	0.91	10	3	-3	-2
O=C(O)c1ccc2c(=O)[nH]c(CCl)nc2c1	16	8	-4	-7	0.84	9	1	6	-5
Cc1ccc(NC(=S)NNc2ncc(C(F)(F)F)cc2Cl)cc1	5	5	0	-8	0.95	10	-1	-46	21
O=C(O)c1ccc(-n2nnnc2Oc2ccccc2C(=O)N2CCOCC2)cc1	6	16	2	-4	0.94	9	-3	8	16
O=C(Cn1cc2c(n1)CCCCC2)Nc1ccccc1Br	-15	18	-2	-3	1.1	12	2	4	14
CC(C(=O)OCc1nnc(-c2ccccc2)o1)N1C(=O)C2CCCCC2C1=O (stereo not drawn)	6	6	-1	0	0.94	-19	1	-15	17

High-throughput results: PubChem BioAssay, Sanford-Burnham Center for Chemical Genomics
